D2 antag: antagonists of human D2 dopamine receptor; P14416; 2% of 340,000 active; HEK293 TREx D2 cells, calcium flux, dopamine EC80; AID 485344; inhibition, % at 10 µM; in the data active = inhibition above about 30%; note: 0% is about no effect
Target sequence (P14416 whole entry, looked up): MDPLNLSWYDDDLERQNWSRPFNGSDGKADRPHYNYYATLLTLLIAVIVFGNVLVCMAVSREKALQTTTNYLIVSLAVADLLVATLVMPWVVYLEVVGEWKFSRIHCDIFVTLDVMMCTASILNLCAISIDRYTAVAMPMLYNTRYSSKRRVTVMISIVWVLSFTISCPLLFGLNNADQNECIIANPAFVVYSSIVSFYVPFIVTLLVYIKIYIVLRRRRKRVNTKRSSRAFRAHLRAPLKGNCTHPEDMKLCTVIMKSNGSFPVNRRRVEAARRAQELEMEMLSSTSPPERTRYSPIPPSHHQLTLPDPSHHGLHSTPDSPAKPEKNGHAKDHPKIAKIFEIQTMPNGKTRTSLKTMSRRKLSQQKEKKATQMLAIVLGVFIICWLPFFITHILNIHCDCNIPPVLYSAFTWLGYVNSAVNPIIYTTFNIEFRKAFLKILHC
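Measurement of antagonist activity uses fluorescent calcium dye in inducible HEK293 T-REx D2 cells: 10 s baseline, compound addition with 180 s read, EC80 dopamine addition with a further 180 s read.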
TRHR PAM: allosterically enhances the human TRH receptor | enhancement, % at 2 µM | TRHR cells, fluo-8 calcium fluorescence, EC20 TRH enhancement | P34981 | 0.66% of 360,000 active | AID 493056; in the data active = enhancement above about 30%; note: 0% is about no effect
Target sequence (P34981 whole entry, looked up): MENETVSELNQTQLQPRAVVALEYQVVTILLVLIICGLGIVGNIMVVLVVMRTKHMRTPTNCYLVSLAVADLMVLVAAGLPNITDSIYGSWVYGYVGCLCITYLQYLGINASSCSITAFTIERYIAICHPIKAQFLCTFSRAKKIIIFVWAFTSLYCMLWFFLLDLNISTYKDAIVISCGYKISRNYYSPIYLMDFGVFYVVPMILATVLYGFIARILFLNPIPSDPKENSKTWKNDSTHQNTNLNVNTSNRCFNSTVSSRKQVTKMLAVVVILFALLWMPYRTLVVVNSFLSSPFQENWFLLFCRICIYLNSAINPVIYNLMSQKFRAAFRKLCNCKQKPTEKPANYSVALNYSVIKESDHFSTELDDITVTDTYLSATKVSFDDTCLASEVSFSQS
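Enhancer read-out: after compound pinning and an initial kinetic agonist-mode read, an EC20 of TRH (10 nM final) was injected and fluo-8 calcium signal (Ex 480/Em 530) followed at 1 s/cycle for 100 cycles in TRHR-expressing cells.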
D1 antag: blocks dopamine activation of the human D1 receptor | P21728 | HEK293 TREx D1 cells, calcium flux, dopamine EC80; stronger effect = lower value | activity change, negative = inhibition, % at 10 µM | 3.2% of 360,000 active | AID 504652; in the data active = activity change below about -30%; note: % is set by controls: 0 for no effect and ±100 for the full control effect
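Antagonism measured as reduced calcium response to an EC80 dopamine addition following 180 s compound pre-read; cells were inducible HEK293 Trex D1 plated overnight at 30 C, read kinetically at 1 cycle/sec.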
D1 agonist: agonists of human D1 dopamine receptor; 1% of 360,000 active; HEK293 T-REx D1 cells, calcium flux, agonist mode; activation, % at 2 µM; note: 0% is about no effect
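Inducible HEK293 T-REx D1 cells, force-coupled to calcium signalling, were plated at 4000 cells/well with tetracycline and held overnight at 30 C. After no-wash calcium dye loading, compound-evoked calcium rise over 180 s flagged agonists.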
D2 PAM: D2 dopamine receptor (human) potentiation; HEK293 T-REx D2, calcium flux, EC20 dopamine potentiation; potentiation, % at 10 µM; 0.34% of 340,000 active; AID 485347;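 active = potentiation over 3 SD above the plate norm, cut at about 30% in these data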; note: 0% is about no effect
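Potentiation of an EC20 dopamine calcium response measured kinetically over 180 s, after a preceding 180 s compound-only read flagging agonists. Cells: inducible Hek293 Trex D2 line, 4000/well, cultured overnight at 30 C before dye loading.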
D1 potentiator: enhances dopamine response at the human D1 receptor; P21728; HEK293 TREx D1 cells, calcium flux, dopamine EC20 potentiation; potentiation, % at 10 µM; 0.036% of 360,000 active; in the data active = potentiation above about 30%; note: 0% is about no effect
RXFP1 antag: RXFP1 (human) relaxin receptor antagonism. activity change, negative = inhibition, % at 57.5 µM. AID 1259400. HEK293-RXFP1, relaxin-stimulated cAMP HTRF, 30 min; stronger effect = lower value. 0.59% of 350,000 active. Q9HBX9;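 active = activity change of -60% or lower, but not beyond a set lower limit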; note: % is set by controls: 0 for no effect and ±100 for the full control effect
TRHR agonist: TRH receptor (human) agonism; TRHR cells, calcium flux fluo-8, FDSS agonist mode; AID 493084; 0.18% of 360,000 active; activation, % at 2 µM; note: 0% is about no effect
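Agonist-mode FDSS calcium read (Ex 480/Em 530, 1 s cycles) in 1536-well TRHR cells with fluo-8 dye, after 10-cycle baseline and 23 nL compound addition; TRH at EC20 (10 nM final) added afterwards for the enhancer phase.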
D2 agonist: activates the human D2 dopamine receptor; 0.53% of 340,000 active; HEK293 T-REx D2 cells, calcium flux agonist mode; P14416; activation, % at 2 µM; AID 485358;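 active = activation over 3 SD above normal in the single-dose calcium agonist read, cut at about 30% in these data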; note: 0% is about no effect
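Agonism is scored from calcium flux in a force-coupled, inducible HEK293 cell line expressing D2, read kinetically for 180 s after compound addition against dopamine controls.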
* hit, by the source's call; x = not tested or not shown. Cut-off read from the data, not from the text of the source, unless noted: active = activation above about 30%; inactive = the rest. Compounds were not picked by outcome. About 7.1% of those tested had a hit in this group.

no. | SMILES | D2 antag | TRHR PAM | D1 antag | D1 agonist | D2 PAM
1 | CCc1cc(C(=O)N(CC(C)C)c2c(N)n(Cc3ccccc3)c(=O)[nH]c2=O)sc1C | 17 | -3 | 5 | 5 | 16
2 | Cc1cccc(NC(=O)CC2S/C(=N/c3nccs3)N(C)C2=O)c1 (configuration not stated) | 15 | 13 | -1 | 1 | -13
3 | CC(=O)NC(=S)Nc1cc(C(F)(F)F)ccc1N1CCOCC1 | 12 | 1 | 8 | -2 | 5
4 | COC(=O)c1ccccc1NC(=O)Cn1c(=O)n(CCC(=O)NCc2ccc3c(c2)OCO3)c(=O)c2ccccc21 | x | 4 | 5 | 6 | -5
5 | COc1ccc(/C=N/NC(=O)c2ccncc2)cc1CSc1nc2ccccc2s1 | 12 | 1 | -3 | 6 | 5
6 | COc1cc(C=O)ccc1OCCOCCOc1cc(C)ccc1Cl | -19 | 0 | -18 | 6 | 1
7 | CCC(=O)N1CCc2cc(S(=O)(=O)NC(C(=O)NC3CCCc4ccccc43)C(C)C)ccc21 (configuration not stated) | -2 | -1 | 1 | 6 | 13
8 | C[C@H](NC(=O)c1[nH]cnc1C(=O)Nc1ccc(CNC(=O)OC(C)(C)C)cc1)C(=O)OC(C)(C)C | -14 | 4 | -4 | 2 | -3
9 | Cc1ccc2nc(-c3ccc(SCC(=O)Nc4nnc(C)s4)nc3)[nH]c2c1 | -9 | -6 | -17 | 1 | 8
10 | CCOCCCNc1nc(-c2ccccc2)nc2ccccc12 | -5 | 2 | 13 | 1 | 8
11 | COC(CNC(=O)c1ccc2c(c1)ncn2-c1ccc(C)cc1C)OC | 12 | 5 | 3 | 1 | 1
12 | CC(=O)N1CC(=O)N=C1SCC(=O)Nc1nc(C)c(-c2ccccc2)s1 | 3 | -1 | -17 | 2 | 6

no. | D1 potentiator | RXFP1 antag | TRHR agonist | D2 agonist
1 | -5 | -6 | 0.6 | 0.0
2 | -5 | 5 | -0.1 | -0.7
3 | -8 | -12 | 0.1 | -0.3
4 | 2 | x | 0.1 | 0.1
5 | 6 | x | 0.8 | 0.8
6 | -1 | -4 | -0.2 | -0.4
7 | -4 | -14 | -1.9 | 0.6
8 | -2 | x | 0.4 | 1.0
9 | -4 | -13 | -0.3 | 0.3
10 | -3 | 1 | -1.0 | -2.0
11 | -11 | -15 | 0.1 | -0.8
12 | -1 | -110* | 0.1 | -0.1

Along the list, quoted from above.
Compounds 2 to 12 in TRHR agonist, in turn: -0.1, 0.1, 0.1, 0.8, -0.2, -1.9, 0.4, -0.3, -1.0, 0.1, 0.1
Compounds 2 to 12 in RXFP1 antag, in turn: 5, -12, x, x, -4, -14, x, -13, 1, -15, -110*
Compounds 2 to 12 in D2 agonist, in turn: -0.7, -0.3, 0.1, 0.8, -0.4, 0.6, 1.0, 0.3, -2.0, -0.8, -0.1

The list continues.
no. | SMILES | D2 antag | TRHR PAM | D1 antag | D1 agonist | D2 PAM
13 | COc1cc(C(=O)Nc2cc(C(F)(F)F)ccc2N2CCOCC2)ccc1OCC(=O)N1CCOCC1 | 5 | -4 | 6 | 0 | 0
14 | CCCCC1=CC2=C(c3ccco3)C(=O)C(C)(OC(=O)c3ccc(OC)cc3)C(=O)C2=CN1CCc1ccccn1 (configuration not stated) | -6 | 2 | 20 | 6 | 10
15 | CC(C)CCn1c(C(C)O)nc2ccccc21 (configuration not stated) | -5 | 6 | -1 | 1 | 6
16 | Cn1c(SCC2CCCO2)nnc1-c1ccncc1 (configuration not stated) | 7 | 0 | 3 | 1 | 5
17 | O=C1C=C(c2ccc(F)nc2)C[C@@H](c2ccc3c(c2)OCO3)C1 | 2 | -3 | x | 1 | 8
18 | COc1ccc(Cc2nnc(N=Nc3c(O)[nH]c4ccc(Br)cc34)[nH]c2=O)cc1 | -15 | 5 | 1 | 1 | -6
19 | O=C(CNC(=O)c1ccc(Br)o1)NCC1CCCCC1 | -11 | 12 | 10 | 4 | -5
20 | CCOC(=O)c1c(C)[nH]c(C)c1S(=O)(=O)N1CCN(C(=O)c2ccco2)CC1 | 3 | 4 | 7 | 2 | 1
21 | Cc1cc(C(=O)COC(=O)c2ccccc2Br)c(C)n1CC1CCCO1 (configuration not stated) | -5 | -2 | 2 | 1 | 1
22 | COc1cc(-c2cc(N)n(S(=O)(=O)c3ccc(F)cc3)n2)cc(OC)c1OC | 3 | 3 | 1 | 0 | 4
23 | CC(CC(=O)Nc1ccc(F)cc1)S(=O)(=O)c1ccc2c(c1)NC(=O)CO2 (configuration not stated) | 1 | 4 | 12 | 0 | 0
24 | N#CCc1nc(CSc2nc3ccccc3s2)cs1 | -8 | 5 | 6 | 18 | 18

no. | D1 potentiator | RXFP1 antag | TRHR agonist | D2 agonist
13 | 6 | -10 | 0.2 | 0.4
14 | 0 | x | 1.1 | 0.4
15 | 0 | -10 | -0.1 | 0.0
16 | -1 | -16 | 0.3 | -0.5
17 | -5 | x | -0.7 | 0.1
18 | -1 | 1 | 0.3 | -1.1
19 | 1 | 6 | 0.4 | 0.2
20 | -7 | 7 | -0.1 | -0.3
21 | -6 | -4 | -0.6 | 0.0
22 | -4 | x | -0.4 | -1.4
23 | -3 | -18 | -0.1 | 0.4
24 | 11 | -23 | 0.0 | -2.3

(more compounds)
no. | SMILES | D2 antag | TRHR PAM | D1 antag | D1 agonist | D2 PAM
25 | O=C(COC(=O)c1ccccc1)Nc1cccc(S(=O)(=O)N2CCOCC2)c1 | -26 | -4 | 12 | 0 | -2
26 | COC(=O)C(Cc1ccccc1)NS(=O)(=O)c1ccc(F)cc1Br (configuration not stated) | -10 | -3 | 28 | 4 | 7
27 | Cc1cc(C)nc(SCc2nnc(SCC(=O)Nc3c(C)cccc3C)o2)n1 | 9 | -6 | -1 | 3 | 4
28 | CC12CCC(C/C1=N\OC(=O)c1c(F)cccc1F)C2(C)C (configuration not stated) | -3 | 3 | -9 | 3 | 12
29 | Cc1cc(F)ccc1NC(=O)C(C(C)C)N1Cc2ccccc2C1=O (configuration not stated) | x | 3 | -22 | -2 | 2
30 | N=c1n(CCN2CCCCC2)c2ccccc2n1CC(=O)c1cccs1 | -12 | 4 | -2 | 0 | -17
31 | CCCC(=O)OC/C(O)=C(\C#N)c1nc2ccccc2[nH]1 | -21 | 12 | x | -1 | 4
32 | COc1ccc2c(c1OC)C(=O)OC2Nc1nc(-c2ccccc2)cs1 (configuration not stated) | -1 | 3 | -3 | 2 | 13
33 | Cc1[nH]c2ccccc2c1C(=O)COC(=O)c1ccc([N+](=O)[O-])s1 | x | 18 | -13 | 2 | x
34 | C/C(=N\O)C1/C(=N/O)CC2C1C2(C)C (configuration not stated) | -14 | -1 | 24 | 1 | -4
35 | O=C1CCCN1CC(O)CS(=O)(=O)c1ccc(Cl)cc1 (configuration not stated) | -5 | 7 | -15 | 0 | 13
36 | C=CCn1c(=O)c(C(=O)NCc2ccc3c(c2)OCO3)c(O)c2cc(OC)c(OC)cc21 | -6 | -2 | 23 | 10 | -6

no. | D1 potentiator | RXFP1 antag | TRHR agonist | D2 agonist
25 | -2 | 0 | 0.2 | 0.9
26 | 4 | x | -0.6 | -0.1
27 | -2 | -12 | 0.1 | -0.1
28 | 2 | -28 | -1.8 | -2.3
29 | 6 | -12 | -0.3 | 0.0
30 | -8 | -26 | -0.5 | -0.8
31 | 0 | -15 | 1.3 | 11
32 | -1 | -4 | 0.3 | -0.9
33 | -6 | -4 | 0.4 | x
34 | 13 | 3 | 0.0 | 0.1
35 | 2 | 26 | -0.4 | 0.1
36 | 3 | -4 | 1.6 | 0.4

Looked up above:
cpd 11 @ D2 agonist: -0.8
cpd 34 @ D1 antag: 24

The results go on:
no. | SMILES | D2 antag | TRHR PAM | D1 antag | D1 agonist | D2 PAM
37 | CCCN(CCC)CCNC(=O)Cn1ncc2c([nH]c3ccc(C)cc32)c1=O | x | -4 | -6 | 0 | 2
38 | COc1ccccc1N1CCN(C(=O)c2cc(CC(C)C)on2)CC1 | x | 1 | -13 | -1 | 3
39 | N/C(Cc1ccc([N+](=O)[O-])cc1)=N\OC(=O)c1ccccc1F | -9 | -7 | 2 | 0 | 10
40 | Cc1ccc(NC(=O)Nc2cccs2)nc1 | -1 | 0 | 0 | 3 | -2
41 | CCOc1ccccc1Oc1c(C)oc2cc(OC(=O)c3ccco3)ccc2c1=O | 3 | -7 | 2 | 6 | -17
42 | CCOc1ccc(NC(=O)c2cc(C3CC3)nc3c2cnn3C(C)C)cc1OC | 6 | 4 | 20 | 0 | -12
43 | Cc1ccc(NC(=O)NCCN2CCCCC2)cc1 | -2 | -2 | 3 | 3 | -4
44 | CC(=O)c1sc(-c2ccc(Cl)cc2)cc1N | 12 | -6 | 1 | 1 | -9
45 | CC(C)c1nn2c(=O)cc(COC(=O)c3ccccc3NC(=O)COc3ccccc3)nc2s1 | x | -3 | 8 | 0 | 2
46 | COc1cccc(NC(=O)CN2C(=O)CSc3ccc(S(=O)(=O)N4CCOCC4)cc32)c1 | -23 | 4 | 9 | 3 | -4
47 | COc1ccc(Cl)cc1C(=O)OCC(=O)NC1CCCC(C)C1C (configuration not stated) | -14 | 7 | 15 | 4 | 17
48 | COc1ccccc1-n1c(=O)[nH]c2c(C(N)=O)nc(-c3cccnc3)nc21 | -1 | 6 | -3 | 0 | 13

no. | D1 potentiator | RXFP1 antag | TRHR agonist | D2 agonist
37 | -3 | -2 | -0.5 | 1.5
38 | -1 | 2 | -0.8 | -0.1
39 | -5 | -14 | -0.7 | 0.8
40 | -3 | -14 | -0.1 | -0.7
41 | -2 | -4 | 1.5 | 2.2
42 | -6 | -6 | -0.5 | -0.5
43 | -3 | 5 | -0.1 | -0.2
44 | 0 | -2 | -1.5 | 0.6
45 | 1 | 4 | 0.7 | 0.6
46 | 3 | -10 | -0.6 | 0.3
47 | 4 | -1 | 0.0 | 0.5
48 | -6 | x | -1.0 | -2.3

New compounds follow.
no. | SMILES | D2 antag | TRHR PAM | D1 antag | D1 agonist | D2 PAM
49 | CSc1ccc(CNC(=O)Cn2nc(C)c3c(C)n(-c4ccc(C)cc4)nc3c2=O)cc1 | 8 | -6 | 1 | 0 | -1
50 | O=C(CCS(=O)(=O)Cc1ccccc1F)N1CCc2ccccc2C1 | 11 | -6 | -21 | 1 | 5
51 | CCOc1ccc2nc(NCCO)[nH]c2c1 | -5 | -6 | -29 | 1 | 3
52 | O=C(COC(=O)C(Cc1c[nH]c2ccccc12)NC(=O)c1ccc(Br)cc1)c1ccc(Cl)cc1 (configuration not stated) | x | 2 | 4 | 0 | -4
53 | COc1ccc(OC)c(/C=N\NC(=O)c2c(C)nc3cc(C)ccn23)c1 | -19 | -8 | -6 | 0 | -2
54 | Cc1ccc(CCNC(=O)C23CN(Cc4ccccc4)CC2C(c2cccc([N+](=O)[O-])c2)=NO3)cc1 (configuration not stated) | -2 | 34* | -10 | 0 | -1
55 | O=C(COC(=O)CNC(=O)C12CC3CC(CC(C3)C1)C2)NC1CCS(=O)(=O)C1 (configuration not stated) | 2 | 0 | -14 | 3 | 7

no. | D1 potentiator | RXFP1 antag | TRHR agonist | D2 agonist
49 | -9 | -16 | -1.3 | 2.2
50 | -3 | -9 | -0.3 | 0.2
51 | -4 | -12 | -0.2 | -1.2
52 | -2 | -28 | 0.1 | -0.4
53 | 2 | -4 | -0.2 | -0.4
54 | 1 | x | -0.1 | 1.2
55 | 0 | 30 | 0.2 | 0.8
